TDP1 inh – blocks human tyrosyl-DNA phosphodiesterase 1; recombinant TDP1, AlphaScreen DNA substrate cleavage; Potency, µM (titrated, usually from 130 µM), for the others: at the highest dose activity change, negative = inhibition, actives largely listed as inhibitors; 0.28% of 350,000 active; AID 485290; note: nearly all actives have a fitted effect of over 40% in size
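AlphaScreen read-out: signal falls as enzyme removes the 3' tyrosine-FITC from a 5'-biotinylated DNA oligo (15 nM, 5 min, RT). Enzyme was E. coli-made recombinant Tdp1 at 1 nM, exposed to compound for 15 min beforehand; beads 10 ug/ml, 10 min.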
KAT2A inh – GCN5L2 (KAT2A) acetyltransferase inhibition. Q92830. GCN5L2 HAT assay, ThioGlo1 CoA-SH fluorescence. Potency, µM (top dose mostly 58.9 µM), for the others: at the top dose activity change, negative = inhibition, usual class: inhibitors. 0.21% of 390,000 active. AID 504327
Target sequence (Q92830 whole entry, looked up): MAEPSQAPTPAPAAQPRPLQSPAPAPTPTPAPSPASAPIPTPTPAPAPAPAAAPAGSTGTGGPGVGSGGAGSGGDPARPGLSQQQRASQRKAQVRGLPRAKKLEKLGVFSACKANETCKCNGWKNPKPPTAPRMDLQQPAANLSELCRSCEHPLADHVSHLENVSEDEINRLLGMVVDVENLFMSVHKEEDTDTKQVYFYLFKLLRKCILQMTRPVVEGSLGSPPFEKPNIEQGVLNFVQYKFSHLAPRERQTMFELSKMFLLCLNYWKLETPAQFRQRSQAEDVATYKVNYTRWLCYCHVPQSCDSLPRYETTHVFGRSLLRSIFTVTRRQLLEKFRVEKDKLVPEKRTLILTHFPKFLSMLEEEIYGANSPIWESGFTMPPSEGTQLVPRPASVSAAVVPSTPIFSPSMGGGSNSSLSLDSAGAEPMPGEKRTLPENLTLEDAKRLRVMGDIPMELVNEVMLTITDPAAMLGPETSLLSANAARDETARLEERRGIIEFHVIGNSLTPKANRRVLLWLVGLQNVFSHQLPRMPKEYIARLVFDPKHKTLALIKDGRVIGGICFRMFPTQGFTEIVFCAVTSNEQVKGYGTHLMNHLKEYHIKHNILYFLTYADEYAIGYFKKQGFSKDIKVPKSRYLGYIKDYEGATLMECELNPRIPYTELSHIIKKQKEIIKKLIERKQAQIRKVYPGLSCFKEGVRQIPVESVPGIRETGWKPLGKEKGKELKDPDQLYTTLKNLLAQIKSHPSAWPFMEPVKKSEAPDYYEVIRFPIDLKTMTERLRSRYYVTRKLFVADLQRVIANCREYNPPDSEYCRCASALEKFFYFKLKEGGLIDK
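qHTS, 1536-well. 20nM enzyme, pH 7.5 HEPES/EDTA/Tween-20 buffer; 15 min compound preinc., RT. Start: 75uM H3(1-25), 70uM AcCoA, 50uM ThioGlo1. Read Ex340/Em540 at t=0 (autofluorescence flag) and t=20 min.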
TDP1 cell noCPT – qHTS for Inhibitors of human tyrosyl-DNA phosphodiesterase 1 (TDP1): qHTS in cells in absence of CPT; DT40 Tdp1-/- hTDP1 cells, no CPT, ATP luminescence, 48 h; Potency, µM (doses to about 46.2 µM), for the others: at the highest dose activity change, negative = growth inhibition, usual class: inhibitors; 15% of 420,000 active; note: nearly all actives have a fitted effect of over 55% in size
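DT40 Tdp1-/-;hTDP1 cells, no CPT (DMSO vehicle only), 400 cells/well; compounds pin-transferred; ≥48 hr, 37 °C; CellTiter-Glo 30 min RT dark, luminescence read.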
Active calls of the source: *; ? = inconclusive; . = no result given; & = joins results of further samples; [ ] = another dose, or the depositor's remark. Calls come from the whole dose curve; as a rule, active = well fitted curve in the direction sought with a large enough effect; inconclusive = small, poorly fitted or top-dose-only effect, or another doubt; inactive = no such curve, though single readings can be large; an effect the other way counts as inactive or inconclusive. % is set by controls: 0 for no effect and ±100 for the full control effect; potency is the fitted concentration of half-maximal effect.

SMILES	TDP1 inh	KAT2A inh	TDP1 cell noCPT
Cc1ccc(NC(=O)Cn2c(CCC(=O)O)ccc2-c2cccs2)cc1Cl	6%&6%	-12%&-4%	19%&-22%
O=C(NCc1cccnc1)C1CC(c2ccccc2Cl)=NO1 (stereo unspecified)	.	0%	?
CCOCCCNC(=O)c1c(NC(=O)c2cc(=O)c3ccccc3o2)sc2c1CCC2	1%	-1%	-15%
O=C(COC(=O)c1ccco1)Nc1cccc(S(=O)(=O)N2CCCCC2)c1	-8%	-8%	-18%
Cc1ccc(S(=O)(=O)Nc2cccc(C(=O)N3CCCC3)c2)cc1F	.	-20%	-3%
Cc1ccnc2nc(C(=O)OCCOc3cccc(Br)c3)nn12	0%	0%	-21%
O=C(/C=C/c1ccc(S(=O)(=O)N2CCOCC2)cc1)NCc1ccccc1F	-1%	2%	-16%
CCc1nn(CC(=O)N2CCN(CC)CC2)c(=O)c2cc3sccc3n12	.	-7%	?
CCCCn1c(N)c(N(CC(C)C)C(=O)CCCc2nc3ccccc3c(=O)[nH]2)c(=O)[nH]c1=O	-10%	-15%	-22%
CCOC(=O)CSc1nc(N)c(C#N)c(-c2ccc(OCC)cc2)c1C#N	4%	-4%	-10%
O=C(COc1ccc(S(=O)(=O)NC2CCCCC2)cc1)NCc1ccccn1	3%	1%	-1%
O=C(COc1ccc2c(c1)CCC2)N1CCN(c2ccccc2F)CC1	-1%	-3%	-29%
Cc1ccc(CNC(=O)CSc2n[nH]c(N)n2)cc1	5%	-1%	-18%
CCN(C(=O)Cc1c(C(=O)O)[nH]c2ccccc12)c1ccc(OC)cc1	4%&0%	-8%&-7%	0%&1%
CCC1=Nc2cc(C(=O)NC3CCCC3)ccc2Sc2ccc(Cl)cc21	2%[12.3 µM]	-3%	0.92µM*
O=C(CSc1cccc2cccnc12)N/N=C/c1ccc(O)cc1	.	0%	?
COc1cccc(Cn2c(=O)c(-c3ccc(Cl)cc3)nc3cnc(N4CCNCC4)nc32)c1	.	-29%	5.8µM*
COCCCNCCOc1ccc(C)cc1[N+](=O)[O-]	0%	-2%	0%
Cc1ccc(-c2nn(CC(N)=O)c(=O)c3ccccc23)cc1S(=O)(=O)N(C)C	3%	2%	12%
O=C(C[C@@H]1C/C=C\CC[C@H](Cc2ccc(F)cc2)C(=O)OC[C@@H]2CCCN2C1=O)N[C@H](CO)Cc1ccccc1	1%	-18%	5.2µM*
Cc1ccc2c(c1)c1c(c(=O)n(-c3cccc(Cl)c3)c(=O)n1CC(=O)N1CCCC1)n2C	3%	-4%	-20%
N#CC1=C2C=CC=CN2CC1=O	0%	-9%	-9%
COc1ccccc1C(=O)NCCn1ccc2ccccc21	4%	?	?
CC(=O)Nc1cccc(NC(=O)CSc2nnc(Cc3cccn3C)n2-c2ccc(C)cc2)c1	9%	-3%	-15%
Cc1cc(=O)oc(C)c1C(=O)N1CCCc2ccccc21	1%	-2%	4%
COC(=O)[C@@]1(Cc2ccc(OC)cc2)[C@H]2c3cc(C(=O)N(C)C)n(Cc4c(CO)[nH]cc(C)c4=O)c3C[C@H]2CN1C(=O)c1ccccc1	9%	.	-2%
COC(=O)Cc1c(C)c2ccc(OCc3nn[nH]n3)cc2oc1=O	0%	-4%	-8%
O=C(CSc1nc2ccccc2o1)N1CCN(S(=O)(=O)c2ccc3ccccc3c2)CC1	4%	-2%	1%
CCc1cc2c(=O)n(CC(=O)NC3CCCCC3)cnc2s1	-4%	-8%	21%
C=CCC(C#N)(c1ccc(OC)c(OC)c1)c1cnccn1 (stereo unspecified)	0%	-6%	-10%
COc1cccc(/C=C2\SC(=S)NC2=O)c1OS(=O)(=O)c1ccc(NC(C)=O)cc1	6%	-6%	-21%
CCOc1ccc(-n2c(=O)c3sc4ccccc4c3n(Cc3cccc(C)c3)c2=O)cc1	9%	2%	-29%
COc1ccc(NC(C)=O)cc1S(=O)(=O)NCCc1ccccn1	-12%	0%	5%
COC(=O)c1ccc(NC(=O)CCS(=O)(=O)c2ccc(C)cc2)cc1	.	-1%	-28%
CCN1CCN(C(=O)C2=C(C(=O)O)CCCC2)CC1	3%	3%	-10%
COc1ccccc1NCC(=O)N/N=C/c1sccc1C	6%	-5%	-23%
c1cncc(CNc2cccc(-c3nc4ccccc4[nH]3)c2)c1	11%	-8%	?
O=Cc1ccc(Oc2cnccn2)cc1	2%	-2%	-1%
Cn1cc(/C=C2\SC(=O)N(c3ccccc3)C2=O)c2ccccc21	1%	-1%	-28%
COc1cccc(/C=N/NC(=O)C(=O)Nc2ccccc2OC(F)(F)C(F)F)c1O	11%	-13%	3.3µM*
COc1cc(NC(=O)c2ccco2)c(OC)cc1NC(=O)CCC(=O)Nc1cc(C)ccc1C	5%	-15%	-10%
O=C(O)C1CCN(C(=O)CSc2nc3ccccc3s2)CC1	1%	3%	?
COc1ccc(N(Cc2cc(=O)[nH]c3ccccc23)C(C)=O)cc1	.	10%	-16%
COc1ccc(/C=C2\Oc3cc(OCC(=O)N4CCC(C(=O)O)CC4)ccc3C2=O)c(OC)c1	.	-20%	-7%
N#Cc1ccc(CN2CC[C@@]3(CCCN(C(=O)c4ccncc4)C3)C2)cc1	.	-3%	1%

Reprinted from the results shown, 20 compounds:
SMILES	TDP1 inh	KAT2A inh	TDP1 cell noCPT
COC(=O)[C@@]1(Cc2ccc(OC)cc2)[C@H]2c3cc(C(=O)N(C)C)n(Cc4c(CO)[nH]cc(C)c4=O)c3C[C@H]2CN1C(=O)c1ccccc1	9%	.	-2%
COC(=O)Cc1c(C)c2ccc(OCc3nn[nH]n3)cc2oc1=O	0%	-4%	-8%
O=C(CSc1nc2ccccc2o1)N1CCN(S(=O)(=O)c2ccc3ccccc3c2)CC1	4%	-2%	1%
CCc1cc2c(=O)n(CC(=O)NC3CCCCC3)cnc2s1	-4%	-8%	21%
C=CCC(C#N)(c1ccc(OC)c(OC)c1)c1cnccn1 (stereo unspecified)	0%	-6%	-10%
COc1cccc(/C=C2\SC(=S)NC2=O)c1OS(=O)(=O)c1ccc(NC(C)=O)cc1	6%	-6%	-21%
CCOc1ccc(-n2c(=O)c3sc4ccccc4c3n(Cc3cccc(C)c3)c2=O)cc1	9%	2%	-29%
COc1ccc(NC(C)=O)cc1S(=O)(=O)NCCc1ccccn1	-12%	0%	5%
COC(=O)c1ccc(NC(=O)CCS(=O)(=O)c2ccc(C)cc2)cc1	.	-1%	-28%
CCN1CCN(C(=O)C2=C(C(=O)O)CCCC2)CC1	3%	3%	-10%
COc1ccccc1NCC(=O)N/N=C/c1sccc1C	6%	-5%	-23%
c1cncc(CNc2cccc(-c3nc4ccccc4[nH]3)c2)c1	11%	-8%	?
O=Cc1ccc(Oc2cnccn2)cc1	2%	-2%	-1%
Cn1cc(/C=C2\SC(=O)N(c3ccccc3)C2=O)c2ccccc21	1%	-1%	-28%
COc1cccc(/C=N/NC(=O)C(=O)Nc2ccccc2OC(F)(F)C(F)F)c1O	11%	-13%	3.3µM*
COc1cc(NC(=O)c2ccco2)c(OC)cc1NC(=O)CCC(=O)Nc1cc(C)ccc1C	5%	-15%	-10%
O=C(O)C1CCN(C(=O)CSc2nc3ccccc3s2)CC1	1%	3%	?
COc1ccc(N(Cc2cc(=O)[nH]c3ccccc23)C(C)=O)cc1	.	10%	-16%
COc1ccc(/C=C2\Oc3cc(OCC(=O)N4CCC(C(=O)O)CC4)ccc3C2=O)c(OC)c1	.	-20%	-7%
N#Cc1ccc(CN2CC[C@@]3(CCCN(C(=O)c4ccncc4)C3)C2)cc1	.	-3%	1%

Next part.
SMILES	TDP1 inh	KAT2A inh	TDP1 cell noCPT
CCN(CC)S(=O)(=O)c1cccc(-c2nnc(SCCOc3ccccc3)o2)c1	1%	-5%	21µM*
CCCSc1ncc(Cl)c(C(=O)Nc2c(C(=O)c3ccc(C)cc3)oc3ccccc23)n1	6%	-2%	0%
N#Cc1ccccc1Sc1ccccc1C(=O)Nc1ccc2ccccc2c1	5%	-5%	?
CC(OC(=O)CCN=C1NS(=O)(=O)c2ccccc21)C(=O)c1ccccc1 (stereo unspecified)	-6%	-8%	-20%
Cc1ccc2ccccc2[n+]1CCCS(=O)(=O)[O-]	2%	-9%	-6%
CC(C)(C)c1cc(/C=N/NC(=O)C[n+]2ccccc2)cc(C(C)(C)C)c1O	.	13%	-1%
CCCC(=O)Nc1c2c(nn1-c1ccc(F)cc1)CS(=O)(=O)C2	.	-12%	-2%
N#Cc1ccc(OCC(=O)Nc2cc(S(=O)(=O)N3CCOCC3)ccc2N2CCOCC2)cc1	-1%	-5%	?
O=C(O)CCCCCn1c(O)c(C=C2N=c3ccccc3=N2)sc1=S	?	2%	3%
Cc1ccccc1NC(=O)c1ccc(N/N=C/c2ccccc2O)c([N+](=O)[O-])c1	1%	19%	10µM*
NC(=O)CC(NC(=O)Cc1cccc2ccccc12)c1ccc(NCCN2CCCC2)c([N+](=O)[O-])c1 (stereo unspecified)	.	-1%	-1%
Cc1ccc(C)c(NC(=O)COC(=O)c2ccc3ccccc3n2)c1	-4%	2%	21%
COc1cccc(CNC(=O)c2ccc(CS(=O)(=O)Cc3ccc(C)cc3)o2)c1	0%	-3%	6%
CC1(c2nnc(-c3ccc(F)cc3)o2)CC(c2ccccc2)=NO1 (stereo unspecified)	0%	-8%	-4%
COc1ccc(CCC(=O)Nc2nc(-c3ccncc3)cs2)cc1	6%	-9%	.
CC(=O)c1ccc(N(CC(=O)NC2CCCC2)C(=O)CNC(=O)c2cccs2)cc1	8%	-22%	-2%
Cc1cc(NC(=O)CCc2ccc(-c3ccccc3)o2)no1	1%	-4%	-20%
O=C(Cn1ccc2cc(S(=O)(=O)N3CCCC3)ccc21)NCc1ccco1	0%	-3%	0%
CCOC(=O)c1nn(-c2ccc(Cl)cc2)c2nc(Nc3ccccc3)cc(=O)n12	0%	-1%	-30%
O=C(NC(=S)Nc1ccc2oc(=O)ccc2c1)c1cccc(F)c1	6%	-6%	1%
Cc1ccc(CNC(=O)Cn2cnc3cc([N+](=O)[O-])ccc3c2=O)cc1	-6%	-3%	10%
Cc1nn(C)c(C)c1CN(C)C(=O)CCCC(=O)O	0%	2%	-6%
O=C(Nc1ccc(Br)cc1F)c1cc2nc(-c3ccco3)cc(C(F)(F)Cl)n2n1	-1%	-5%	-10%
CN1CC(=O)N(CC(=O)Nc2ccc(N3CCOCC3)cc2)C1=O	0%[56.1 µM]	-25%	-21%
COc1ccccc1CNCc1ccc(OC)c(OC)c1OC	3%	1%	-21%
Cc1csc2nc(SCC(=O)Nc3ccccc3F)[nH]c(=O)c12	5%	-6%	-19%
COc1ccc(N2CCN(CCCNC(=O)CCCn3c(=O)[nH]c4ccsc4c3=O)CC2)cc1	7%	-5%	-9%
c1ccc2c(c1)nc(N1CCOCC1)c1c3ccccc3[nH]c21	2%	-11%	?
O=C(c1ccccc1)N1CCN(Cc2c[nH]c3ccccc23)CC1	2%	0%	?
COc1ccc(NC(=O)C2CCC(CNS(=O)(=O)c3ccc(Br)s3)CC2)cc1OC (stereo unspecified)	2%	-5%	-16%
COC(=O)c1cc(C(=O)Nc2cc(C)ccn2)cc([N+](=O)[O-])c1	4%	-2%	-17%
CCC(C)C(NC)C(=O)O (stereo unspecified)	4%	-16%	11%
COc1cc(NC(=O)C2C3CCC(O3)C2C(=O)O)cc(OC)c1 (stereo unspecified)	.	-10%	-14%
O=C(CSc1nnc(-c2cccs2)n1-c1ccccc1)N1CCCc2ccccc21	3%	-3%	16µM*
O=C(N/N=C/c1ccccn1)c1ccc(NC(=O)c2ccccc2Cl)cc1	.	-2%	?
O=C(Nc1ccc(S(=O)(=O)N2CCOCC2)cc1)C1COc2ccccc2O1 (stereo unspecified)	4%	-4%	?
CCOC(=O)C1(CC2CC2)CCN(S(=O)(=O)C[C@]23CC[C@H](CC2=O)C3(C)C)CC1	4%	-19%	1%
COC(=O)c1ccsc1NC(=O)CN1CCN(c2ncccn2)CC1	.	-1%	?
COc1cc(CNc2ccc3[nH]c(=O)[nH]c3c2)ccc1OCC(=O)NC(C)(C)C	7%	1%	?
COC(c1ccc(Cl)cc1)(c1ccc(Cl)cc1)C(Oc1nccc(C)n1)C(=O)O (stereo unspecified)	4%	3%	-11%

High-throughput results: PubChem BioAssay, National Center for Advancing Translational Sciences (NCATS)

Some of the compounds tested (hit frequency here may not be typical).
